Screens (PubChem)
LEDGF integ inh = blockers of LEDGF/p75-dependent integrase strand transfer – biochemical, TR-FRET, high throughput, primary screen | AID 743269, 2014 | TR-FRET IN-LEDGF/p75 DNA integration, Eu/Cy5 | inhibition, % at 3.7 µM | 370,000 compounds, 0.64% hits;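 active = inhibition above the screen-wide mean plus 3 SD, cut at about 13% in these data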;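 note: signal is the Cy5 over europium emission ratio at 671 and 618 nm; 0% = plate median of compound wells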
PG9 binder = binders of HIV-1 gp120 antibody PG9, primary screen, biochemical, TR-FRET; TR-FRET gp120-PG9 antibody binding; inhibition, % at 6.7 µM; 360,000 compounds, 0.43% hits; AID 624416, 2012; in the data active = inhibition above about 8.5%
PRMT1 inh = PRMT1 methyltransferase inhibitors, primary screen, biochemical, fluorescence polarization; 370,000 compounds, 1.3% hits; Protein arginine N-methyltransferase 1 (Homo sapiens), Q99873; AID 652257, 2013; recombinant PRMT1, activity-based probe fluorescence polarization; inhibition, % at 2.79 µM;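 active = inhibition above about 21% made by adding two undisclosed values, limit read from the data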
HTRA1 inh = HTRA1 serine protease inhibitors, primary screen, biochemical, fluorescence polarization, HTS; recombinant HTRA1, FP-rhodamine activity-based probe; inhibition, % at 5.96 µM; 340,000 compounds, 0.5% hits; AID 504803, 2011; in the data active = inhibition above about 36%;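 note: 0% = enzyme with DMSO and 100% = wells lacking enzyme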
ABHD4 inh = ABHD4 inhibitors, primary screen, biochemical, fluorescence polarization, mouse. (Lyso)-N-acylphosphatidylethanolamine lipase (Mus musculus), Q8VD66. purified mABHD4, FP-Rh probe fluorescence polarization. inhibition, % at 8.92 µM. 370,000 compounds, 0.54% hits. AID 720543, 2013;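 active = inhibition exceeding the mean over every tested compound plus 3 SD, cut at about 30% in these data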;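 note: 0% = plate median of compound wells and 100% = S159A mutant with DMSO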
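Test system: mouse ABHD4 enzyme, wild type. Reagent: FP-Rh fluorescent activity-based probe, added after compound pre-incubation. Timing: pre-incubation 45 min, probe exposure 60 min, at 25 °C. Technique: FP readout, ex 525 nm / em 598 nm. Benchmarks: high control S159A mutant with DMSO, low control median of compound wells.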
rCAG binder = binders of r(CAG) RNA repeats, primary screen, biochemical, fluorescence | r(CAG) RNA repeat, TO-PRO-1 dye displacement fluorescence | inhibition, % at 3 µM | 370,000 compounds, 1.3% hits | AID 651821, 2012;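 active = inhibition above the plate cutoff, the mean of all test compounds on that plate plus 3 SD, cut at about 35% in these data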;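 note: 0% = DMSO alone and 100% = 100 µM mitoxantrone as full dye displacement; higher means more dye released from RNA so lower well fluorescence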
TCR CD3 inh = inhibitors of human TCR-CD3 interaction, primary screen, biochemical, fluorescence, TAMRA-labeled TCR probe; T-cell receptor (TCR); inhibition, % at 9.4 µM; 360,000 compounds, 0.37% hits; AID 651800, 2012; in the data active = inhibition above about 19%;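 note: recombinant mutant TCR 2C K166C tagged with TAMRA read by polarization; 0% = receptor in buffer alone and 100% = receptor with positive control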
UHRF1 binding = UHRF1 methylated DNA binding inhibitors, primary screen, counter-screen for MBD2 inhibitor project, biochemical, TR-FRET, human UHRF1, single concentration; E3 ubiquitin-protein ligase UHRF1 (Homo sapiens), Q96T88; UHRF1 binding to methylated oligo; inhibition, % at 4.4 µM; 370,000 compounds, 0.75% hits; AID 687016, 2013; in the data active = inhibition above about 21%;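 note: UHRF1 SRA domain binding a hemimethylated CpG hairpin DNA probe; 0% = median of test compound wells and 100% = reference inhibitor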
Rev-erbA mod = modulators of Rev-erb alpha DNA binding, primary screen, biochemical, FITC-DNA, fluorescence polarization, uHTS; Nuclear receptor subfamily 1 group D member 1 (Homo sapiens), P20393; activity, % at 10 µM; 370,000 compounds, 0.79% hits; Rev-erbα–FITC-DNA binding, 90 min;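 active = activity above about 14%, limit read from the data; passing the limit was not always enough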;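 note: 0% = DMSO wells with 35 nM protein and 100% = DMSO wells with 750 nM protein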
Target sequence (P20393 whole entry, looked up): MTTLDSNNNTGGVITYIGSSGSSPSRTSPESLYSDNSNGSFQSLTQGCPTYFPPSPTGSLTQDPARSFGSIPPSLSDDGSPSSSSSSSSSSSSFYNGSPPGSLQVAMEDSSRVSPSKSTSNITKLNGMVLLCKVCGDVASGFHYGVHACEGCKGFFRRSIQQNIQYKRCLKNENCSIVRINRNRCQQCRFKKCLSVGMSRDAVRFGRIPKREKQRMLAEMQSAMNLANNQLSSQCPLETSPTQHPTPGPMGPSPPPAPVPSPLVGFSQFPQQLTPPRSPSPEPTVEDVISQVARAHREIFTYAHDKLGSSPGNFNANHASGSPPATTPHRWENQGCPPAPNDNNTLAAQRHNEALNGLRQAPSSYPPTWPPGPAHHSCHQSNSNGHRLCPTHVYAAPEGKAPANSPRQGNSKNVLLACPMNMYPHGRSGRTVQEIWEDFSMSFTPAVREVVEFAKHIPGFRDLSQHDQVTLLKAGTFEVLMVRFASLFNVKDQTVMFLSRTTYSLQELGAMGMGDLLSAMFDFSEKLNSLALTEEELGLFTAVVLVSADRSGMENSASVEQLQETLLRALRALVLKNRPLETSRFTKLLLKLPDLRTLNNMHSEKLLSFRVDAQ
MBD2 DNA inh = inhibitors of MBD2 binding to methylated DNA, primary screen, biochemical, TR-FRET, DNA-binding domain, human. inhibition, % at 4.4 µM. 370,000 compounds, 0.31% hits. Methyl-CpG-binding domain protein 2 (Homo sapiens), Q9UBB5. MBD2 binding to methylated oligonucleotide; in the data active = inhibition above about 13%
Target sequence (Q9UBB5 whole entry, looked up, the tested form may be a part): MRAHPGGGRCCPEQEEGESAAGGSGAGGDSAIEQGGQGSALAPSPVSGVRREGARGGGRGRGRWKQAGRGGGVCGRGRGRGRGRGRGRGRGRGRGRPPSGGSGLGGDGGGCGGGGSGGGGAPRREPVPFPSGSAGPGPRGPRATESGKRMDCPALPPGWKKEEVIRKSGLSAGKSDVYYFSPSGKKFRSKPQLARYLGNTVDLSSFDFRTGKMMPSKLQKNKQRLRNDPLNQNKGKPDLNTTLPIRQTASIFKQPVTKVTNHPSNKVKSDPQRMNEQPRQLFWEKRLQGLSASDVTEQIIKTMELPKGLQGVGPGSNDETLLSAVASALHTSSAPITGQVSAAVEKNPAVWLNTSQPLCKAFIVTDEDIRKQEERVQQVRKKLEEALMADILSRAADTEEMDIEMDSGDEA
* marks the source's active call; other numbers are inactive results; . = no result given; & = joins results of further samples. A portion of the library, so the mix of outcomes need not match the whole.

SMILES	LEDGF integ inh	PG9 binder	PRMT1 inh	HTRA1 inh	ABHD4 inh	rCAG binder	TCR CD3 inh	UHRF1 binding	Rev-erbA mod	MBD2 DNA inh
CCOC(=O)CN1C(=O)C(CC)Oc2ccc(Cl)cc21 (stereo not drawn)	2	-0.8	-1	1	-2	-4	6	1	3	1
CCC1CCCCN1CCCNC(=O)CCNC(=O)Cn1cnc2ccccc2c1=O (stereo not drawn)	-4	0.1	4	-2	-1	0	-6	2	-9	5
CN(C)S(=O)(=O)N(CC(=O)Nc1ccc2ccccc2c1)c1ccccc1	3	0.5	-3	-17	-16	9	7	-3	0	-5
CC1(c2cccc(Br)c2)NC(=O)N(CC(=O)NCC2CCCO2)C1=O (stereo not drawn)	0	1.1	4	1	4	-1	-3	2	-1	4
O=C(O)Cc1sc(N/N=C\c2ccncc2)nc1-c1ccccc1	3	-5.7	41*	0	13	20	-7	-5	4	-3
O=C(Nc1ccccc1C(=O)N1CCN(c2cccc(Cl)c2)CC1)C1=CSCCO1	81*	-1.2	-1	-6	4	-2	6	-1	0	-1
O=C(O)c1ccccc1-c1c2cc(I)c(=O)c(I)c-2oc2c(I)c(O)c(I)cc12	-12&-6	-226	83*	-149	-243	-76&-75	-258&-51	0&-1	-42&-29&-38	-4&-9
COc1ccc(CCNC(=O)CSc2nc(O)cc(=O)[nH]2)cc1OC	-1	-0.4	2	-1	3	8	1	0	-7	0
CCCCC(=O)Nc1cccc(-c2nn3c(C)nnc3s2)c1	1	-0.4	-1	-4	5	-1	10	0	3	-5
Cc1nc2cc(NCc3ccccc3O)ccc2n1Cc1ccccc1	-4	-2.6	6	21	7	7	-2	-1	5	-3
O=C(Nc1cccc(S(=O)(=O)N2CCCCC2)c1)[C@@H]1CCCN1S(=O)(=O)c1ccccc1C(F)(F)F	-6	-0.9	0	-11	-8	7	-1	6	5	3
CCOc1ccccc1NC(=O)CSc1nnnn1-c1ccccc1	-1	-0.1	2	-2	-1	-3	5	-2	-4	-3
COc1ccc(/C=C/C(=O)O)cc1S(=O)(=O)Nc1ccc2c(c1)OCO2	2	-1.5	-1	6	-1	3	1	-3	-2	-1
Nc1cc(C(=O)c2cccs2)ccc1Cl	-3	0.4	-1	-5	-15	4	3	5	5	11
Cn1c(N/N=C/c2cc3ccccc3nc2Cl)nc2ccccc21	6	-6.6	0	15	6	2	3	-9	2	-3
CC(NC(=O)Nc1ccc(F)cc1F)c1ccc2c(c1)OCO2 (stereo not drawn)	2	-0.7	-3	-3	0	-1	-4	-1	-3	-3
O=C(Cn1c(-c2ccccc2)c[n+]2ccsc12)c1ccc([N+](=O)[O-])cc1	-1	-0.9	6	7	7	9	-5	1	5	-2
CCN(CC(=O)NCc1cccs1)CC(=O)Nc1ccc(C(N)=O)cc1	-1	1.0	1	2	9	3	11	0	-3	-3
CC(C)CC(=O)Nc1nnc(CCc2ccccc2)s1	11	-0.9	0	3	-1	4	1	1	0	-1
O=C(NNC(=O)c1cccc2ccccc12)c1cccc(Cl)c1	0	-0.7	-3	-6	-7	2	4	0	0	-5
Cc1ccc(NC(=S)N2CCN(S(C)(=O)=O)CC2)cc1Cl	-4	1.2	-5	-2	5	-1	-3	-1	-3	0
COc1ccc(-n2c(SCC(=O)Nc3cccc(C(=O)O)c3)nnc2-c2ccco2)cc1	2	-1.9	5	-8	-6	12	5	1	4	0
COc1ccc(C(=O)NC2CCCc3c2cnn3-c2ccc(C)c(C)c2)c(OC)c1OC (stereo not drawn)	0	0.8	5	-10	3	-5	-1	0	3	1
CCc1cccc(CC)c1C(OC(C)=O)c1cccnc1 (stereo not drawn)	-2	2.7	3	2	-3	-6	-5	4	3	2
COc1ccc(C(=O)n2nc(C)c(Br)c2C)cc1	-1	-1.6	-2	5	-9	2	6	-1	0	-1
CC(=O)N1CCN(Cc2nc3cc(NC(=O)COc4cccc(C)c4)ccc3n2C)CC1	3	-2.2	1	0	2	2	-3	-1	-1	0
C/C(=N\NC(=O)c1nnn(-c2nonc2N)c1CSc1ccc(C)cc1)c1cccnc1	-1	-0.6	-1	-12	-5	3	1	0	0	0
Oc1ccccc1CN1CCCC(N2CCc3ccccc3C2)C1 (stereo not drawn)	-5	-2.2	-3	1	3	-4	-1	1	-3	1
O=C(COc1cccc2c1CCN(Cc1ccc(Cl)cc1)C2=O)N1CCOCC1	-2	1.9	0	4	3	-7	1	20	-2	7
O=C(COC(=O)c1cccnc1)Nc1cccc(Cl)c1	2	-0.7	1	-3	2	5	-4	3	1	-5
CCN(CC)c1nc2ccccc2nc1C(C#N)C(=O)NCCc1ccccc1 (stereo not drawn)	-2	-0.1	0	2	0	5	4	0	10	-1
CN1CCN(C(=O)C23CCC(C)(c4nc5ccccc5nc42)C3(C)C)CC1 (stereo not drawn)	-5	0.7	0	1	-2	-4	-5	4	3	4
COC(=O)/C=C/c1cccc([C@H]2[C@@H]3C=CC[C@@H](C)[C@@H]3C(=O)N2Cc2ccccc2)c1	0	-1.6	-3	-29	1	3	2	0	1	-3
Cc1nnc(SCC(=O)N(CC(C)C)C2CCS(=O)(=O)C2)n1N (stereo not drawn)	3	-3.3	-2	-2	6	-1	-2	0	2	-6
O=C(COc1ccccc1)NC(NC(=S)Nc1ccccc1C(=O)O)C(Cl)(Cl)Cl (stereo not drawn)	1	-2.9	-1	2	9	39*	0	1	-5	1
Cc1cccc(C2CC(c3ccccc3)Nc3nc(N)nn32)c1 (stereo not drawn)	3	2.2	-3	-8	-1	-2	-2	-2	-2	-2
O=C(CCCN1C(=O)NC2(CCCC2)C1=O)Nc1ccc(Cl)c(S(=O)(=O)N2CCOCC2)c1	-3	1.0	-1	3	4	-2	-1	-1	-3	5
O=C(Nc1ccccc1F)c1cc(S(=O)(=O)N2CCOCC2)cs1	-9	-1.3	11	-2	-10	-4	-5	0	-2	7
CC(NC(=O)C1CCN(C(=O)Nc2ccccc2)CC1)c1ccc(Cl)cc1 (stereo not drawn)	-3	-1.7	-3	-7	-9	0	-5	1	3	-3
N#C/C(=C\c1c(F)cccc1Cl)S(=O)(=O)c1ccccn1	-8	0.4	6	-2	3	-2	-3	-1	-2	-6
CN(C)S(=O)(=O)c1cccc(COC(=O)c2ccc(Cl)cc2O)c1	3	-1.0	2	-12	-3	-2	12	0	2	0
O=c1cc(N2CCC3(CC2)OCCO3)[nH]c(=O)n1-c1ccc(Br)cc1	-1	-1.6	2	1	4	-1	0	0	1	-2
Cc1cc([N+](=O)[O-])nn1CCC(=O)NC1CCCCCC1	1	1.0	-2	4	-4	0	-1	3	5	0
O=C(Nc1ccccc1-c1ccccc1)c1ccccc1	0	-0.1	-3	4	0	-5	3	1	1	-3
CCn1cc(/C=C(\NC(=O)c2ccccc2)C(=O)NCCCN2CCOCC2)c2ccccc21	-1	-1.4	1	2	5	-3	-5	-2	-6	-4
CCOC(=O)C/C(C)=N\Nc1nc(-c2ccccc2)cs1	0	-1.8	1	6	14	26	0	-2	6	-4
O=C(NC1CCCC1)c1cccc(NC(=O)c2ccco2)c1	-2	-0.3	1	2	1	0	2	2	-9	3
CCCOc1ccc(C(=O)C(c2ccccc2)N2CCOCC2)cc1 (stereo not drawn)	1	1.2	3	-1	-3	-4	-1	-1	3	-1
CC[C@@H](NS(=O)(=O)c1ccc(C)cc1)C(=O)Oc1ccc2c3c(c(=O)oc2c1)CCC3	6	-2.6	3	-3	1	4	-6	0	-4	-6
CNC(=O)Cn1nc(-c2ccc(C)c(S(=O)(=O)N(C)C)c2)c2ccccc2c1=O	-5	-1.0	4	-4	0	-2	-11	0	8	3
COc1cc(NC(=O)C2CC(=O)NC3=C2C(=O)CCC3)cc(OC)c1 (stereo not drawn)	0	-0.1	0	7	6	-1	-3	3	-5	0
CCOC(=O)c1c(C)nsc1NC(=O)c1ccco1	0	-1.2	-3	-2	-1	-1	4	-1	-4	-2
COc1ccccc1NC(=S)NC(=O)c1ccc(-c2ccc(Cl)cc2)o1	4	-0.8	3	-2	-3	8	3	2	9	1
O=C(CCS(=O)CCC(=O)NCc1ccccc1)NCc1ccccc1	3	0.9	0	0	9	1	0	-1	3	1
CCOC1=C2[C@@H](CN(S(=O)(=O)c3ccc(C)cc3)[C@H]2c2ccccc2)[C@H]2C(=O)N(c3ccccc3)C(=O)[C@H]2C1	0	-3.0	12	.	-8	7	-2	4	-1	8
CCOC(=O)C(CC)Sc1nc2c(cnn2-c2ccc(F)cc2)c(=O)[nH]1 (stereo not drawn)	-3	-1.3	-1	-13	-3	13	-2	-1	3	-1
COCCNC(=O)C1(C)CCCN(C(=O)c2cccc(Cl)c2)C1 (stereo not drawn)	-1	0.5	3	.	7	0	-2	0	-5	4
CC(=O)N1CCSc2ccc(S(=O)(=O)NCc3ccc(F)cc3)cc21	-1	-1.4	0	-1	9	-1	-3	1	5	4
CCCn1c(SCC(=O)NC2CCCCC2)nnc1C1CC1	-2	0.0	1	7	9	-2	11	0	4	-8
CC1CCCCC1NS(=O)(=O)c1ccc(-n2cnnn2)cc1 (stereo not drawn)	-2	-1.8	2	-2	-6	0	8	-2	-4	0
The list goes on.
SMILES	LEDGF integ inh	PG9 binder	PRMT1 inh	HTRA1 inh	ABHD4 inh	rCAG binder	TCR CD3 inh	UHRF1 binding	Rev-erbA mod	MBD2 DNA inh
COc1ccc(C(CNS(=O)(=O)c2ccc(NC(C)=O)c(OC)c2)N2CCCCC2)cc1 (stereo not drawn)	-2	-0.5	-2	5	-3	0	5	3	6	-4
Cc1cc(C(=O)Nc2cccc(/C=C/C(=O)O)c2)c(C)o1	1	-3.0	3	-2	1	5	1	0	6	0
CCC(C)C(CO)NCCCn1ccc(NC(=O)OCc2ccccc2)nc1=O (stereo not drawn)	-2	-0.2	-2	3	-1	7	3	-2	4	-3
Cc1cc(C)cc(C(=O)NCC(=O)OCc2nc(N)nc(Nc3ccccc3C)n2)c1	0	-0.7	-2	-12	-3	0	9	-3	0	-2
Cc1cccc(-n2nc3c(c2NC(=O)C(C)C)CS(=O)(=O)C3)c1C	3	-3.0	-4	-1	-1	0	0	-3	-5	-1

Single records, as listed above:
Cc1cccc(-n2nc3c(c2NC(=O)C(C)C)CS(=O)(=O)C3)c1C is listed with LEDGF integ inh: 3; PG9 binder: -3.0; PRMT1 inh: -4; HTRA1 inh: -1; ABHD4 inh: -1; rCAG binder: 0; TCR CD3 inh: 0; UHRF1 binding: -3; Rev-erbA mod: -5; MBD2 DNA inh: -1
CCC(C)C(CO)NCCCn1ccc(NC(=O)OCc2ccccc2)nc1=O (stereo not drawn) is listed with LEDGF integ inh: -2; PG9 binder: -0.2; PRMT1 inh: -2; HTRA1 inh: 3; ABHD4 inh: -1; rCAG binder: 7; TCR CD3 inh: 3; UHRF1 binding: -2; Rev-erbA mod: 4; MBD2 DNA inh: -3
